From PubChem
HIF-2a block: inhibitors of HIF-2a; inhibition, % at 18.8 µM; 0.72% of 360,000 active; 786-0 RCC cells HIF-2a reporter, luciferase luminescence, overnight;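 active = inhibition of the luminescence signal of 40% or more relative to plate controls, in a single-dose primary screen at 18.75 µM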
Exocytosis inh: lytic granule exocytosis inhibition; TALL-104 LAMP-1 surface exposure, flow cytometry; cells stimulated with thapsigargin and PMA; inhibition, % at 10 µM; 0.66% of 360,000 active; AID 651702;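 active = inhibition above about 55%, limit read from the data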
CaV13 FRET inh: Disruptors of the CACNA1D IQ motif to Ca2+-dependent inactivation inhibitor domain association, primary screening, Förster resonance energy transfer in intact living …; AID 743397; HEK cells, CFP/YFP FRET ICDI-IQ, plate reader, 10 min; percent FRET-ratio fall versus neutral wells; 0.098% of 340,000 active; inhibition, % at 12.3 µM;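 active = mean replicate inhibition of at least 30% and at least 1% of replicates passing that level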;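 also: 0% = median of the neutral control wells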
NR2E3 ag-1: agonists of human NR2E3 nuclear receptor; CHO-S Gal4-NCOR/VP16-NR2E3 two-hybrid, luciferase; inhibition of corepressor binding, % at 3.98 µM; 0.35% of 360,000 active; AID 602229;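 active = inhibition above the mean of all tested compounds plus 3 SD, cut at about 70% in these data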;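 also: 0% = DMSO with NR2E3 transfected cells and 100% = cells lacking NR2E3 construct; higher means lower luciferase signal from less NR2E3 corepressor binding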
Vif imaging: HIV Vif inhibition. HEK293T cells, Vif self-association by quenched fluorescence, imaging, 24 h. inhibition, % at 7.49 µM. 0.35% of 340,000 active. AID 602346; in the data active = inhibition above about 50%, passing the limit was not always enough; also: some results filed as inactive read as strong as hits
Peg3 prom inh: reduces Peg3 promoter-driven luciferase expression in HeLa | HeLa PEG-Prom luciferase reporter, luminescence, overnight | inhibition, % at 20 µM | 1.7% of 360,000 active | AID 588405;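 active = inhibition of at least 50% at 20 µM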
NR2E3 ag-2: activates human photoreceptor nuclear receptor NR2E3 | Q9Y5X4 | GST-NR2E3/biotin-RetCOR TR-FRET, 1536-well | inhibition of corepressor binding, % at 4.78 µM | 0.12% of 320,000 active | AID 2300;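 active = percent inhibition above the cutoff of mean plus 3 SD of all tested compounds, set per screening campaign, cut at about 20% in these data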;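 also: 0% = DMSO wells and 100% = biotin wells as full block of FRET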
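Material: NR2E3–RetCOR corepressor complex | Quantity: 1.35 nM GST-tagged NR2E3 final | Schedule: 5 h at 4 °C | Replication: Singlicate compound wells | Reagent: RetCOR corepressor, biotinylated, 7 nM | Controls: Biotin wells as high control, 0.6% DMSO wells as low control | Signal: TR-FRET, Eu(K)-anti-GST donor, streptavidin-D2 acceptor, ex 340, em 617/671 nm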
aDG glyco up: increases alpha dystroglycan glycosylation; Pro5-aDG cells, alpha-DG glycosylation AlphaScreen (IIH6); 0% Pro5, 100% B10-LARGE cell signal; activation, % at 10 µM; 0.22% of 360,000 active;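 active = activation of at least 8% versus controls, or a plate z-score of at least 8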;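 also: Pro5 are CHO cells carrying HIG-tagged alpha-DG that lacks glycosylation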
PDI inh: inhibitors of human protein disulfide isomerase | P07237 | PDI insulin aggregation turbidity, A650, 90 min | inhibition, % at 10 µM | 0.052% of 350,000 active | AID 588391;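 active = mean inhibition across replicates of 30% or more, whatever share of single replicates reach that level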;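 also: absorbance from insulin aggregation driven by PDI reduction with DTT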
Target sequence (P07237 whole entry, looked up): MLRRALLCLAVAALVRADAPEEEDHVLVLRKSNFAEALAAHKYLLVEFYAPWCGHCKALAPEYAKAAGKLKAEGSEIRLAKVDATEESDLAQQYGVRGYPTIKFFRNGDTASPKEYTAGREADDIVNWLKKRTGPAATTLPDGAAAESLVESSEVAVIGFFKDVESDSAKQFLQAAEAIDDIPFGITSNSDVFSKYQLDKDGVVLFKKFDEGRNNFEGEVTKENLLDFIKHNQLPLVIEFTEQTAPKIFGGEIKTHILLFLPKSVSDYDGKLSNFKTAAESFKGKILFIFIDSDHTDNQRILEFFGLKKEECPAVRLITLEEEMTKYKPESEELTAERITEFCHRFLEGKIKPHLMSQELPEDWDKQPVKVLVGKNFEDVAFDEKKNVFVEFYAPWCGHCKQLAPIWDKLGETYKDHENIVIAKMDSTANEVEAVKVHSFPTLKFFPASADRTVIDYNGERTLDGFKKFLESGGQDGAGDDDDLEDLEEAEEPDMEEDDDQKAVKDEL
TRPM1 prom inh: MITF TRPM1 promoter inhibition in SK-MEL-5 cells; SK-MEL-5 TRPM1 promoter luciferase, 24 h; inhibition, % at 12.5 µM; 0.83% of 330,000 active;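 active = mean inhibition across replicates of 60% or more, whatever share of single replicates reaches that level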; also: values of inactives mirror those of a sister screen read the other way
iPSC survival up: enhancers of human iPSC single-cell survival. hiPSC single-cell survival, ATPlite luminescence; 100% = ROCK inhibitor wells, 0% = DMSO. survival enhancement, % at 20 µM. 0.044% of 360,000 active; in the data active = survival enhancement above about 18%;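 also: cells exposed to compounds for 16 hours before the ATP read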
Active calls of the source: *; · = not tested or not shown.

Compound	HIF-2a block	Exocytosis inh	CaV13 FRET inh	NR2E3 ag-1	Vif imaging	Peg3 prom inh	NR2E3 ag-2	aDG glyco up	PDI inh	TRPM1 prom inh	iPSC survival up
Cc1cccn2cc(COc3cccc([N+](=O)[O-])c3)nc12	-139	5	-4	-52	-6	-95	2	-0.3	2	-37	0.3
C/C(Cl)=C/Cn1c(N2CCCC2)nc2c1c(=O)n(C)c(=O)n2C	15	0	1	0	-10	1	-1	0.4	-4	1	-2.2
Cc1ccc(C)c(C2=NNC(=O)CC2)c1	7	12	-4	-6	37	5	3	-0.2	-1	10	0.8
COc1cccc(N=Nc2ccc3ccccc3c2O)c1	-73	-2	-4	-76	-1	-114	4	-0.7	-3	6	-0.7
CCOC(=O)c1[nH]c(CO)c(C(=O)OCC)c1C	-19	5	-8	-11	-4	-18	1	0.2	-6	4	-0.4
O=[N+]([O-])c1ccc(/C=C/c2ccc3cccc([N+](=O)[O-])c3n2)cc1	-78	-4	-3	-59	4	-16	4	-0.6	0	15	0.7
Cc1ccccc1S(=O)Cc1ccc(C(=O)N2CCN(C3CCCCC3)CC2)o1 (configuration not stated)	3	6	-6	31	0	0	·	0.1	0	·	-0.1
N#CCSc1nc2ccccc2o1	14	-5	-4	-5	-2	9	0	0.1	3	-111	-0.2

As a short view, some entries already given:
Compound	HIF-2a block	Exocytosis inh	CaV13 FRET inh	NR2E3 ag-1	Vif imaging	Peg3 prom inh	NR2E3 ag-2	aDG glyco up	PDI inh	TRPM1 prom inh	iPSC survival up
Cc1cccn2cc(COc3cccc([N+](=O)[O-])c3)nc12	-139	5	-4	-52	-6	-95	2	-0.3	2	-37	0.3
C/C(Cl)=C/Cn1c(N2CCCC2)nc2c1c(=O)n(C)c(=O)n2C	15	0	1	0	-10	1	-1	0.4	-4	1	-2.2

Continuation:
Compound	HIF-2a block	Exocytosis inh	CaV13 FRET inh	NR2E3 ag-1	Vif imaging	Peg3 prom inh	NR2E3 ag-2	aDG glyco up	PDI inh	TRPM1 prom inh	iPSC survival up
CCN(CC)c1ccc(O)c(C=Nc2ccc(C)c(C)c2)c1	-39	43	-2	-13	46	-182	4	-0.1	7	-27	0.1
Cc1cccc(OCC(=O)Nc2nc3ccc([N+](=O)[O-])cc3s2)c1	-29	-1	·	-9	15	-14	0	-0.2	-5	-5	2.6
Cc1ccc(CNC(=O)C2(c3cccs3)CCOCC2)cc1	10	1	-10	13	4	4	0	0.1	-2	-5	-0.3
Cc1ccc(C2(CCN)CCOC(C(C)C)C2)cc1 (configuration not stated)	15	-2	-3	-7	2	16	1	0.4	-8	-1	-0.5
Cc1ccc(NCC(=O)N/N=C\C(Br)=C\c2ccccc2)cc1	-119	20	-8	-6	-2	41	2	0.0	-1	7	-4.5
N#CC1(NC(=O)COC(=O)CCN=C2NS(=O)(=O)c3ccccc32)CCCCC1	2	0	-10	13	-8	11	1	-0.2	0	-1	2.1
O=C(c1cc(-c2ccc(Cl)cc2)on1)N1CCc2ccccc2C1	-22	1	-3	-11	-7	-48	-2	-0.1	-42	-16	0.1
CCc1ccc(C(=O)C(C)OC(=O)C2COc3ccccc3O2)cc1 (configuration not stated)	12	2	-19	13	-8	1	1	-0.1	2	-6	0.0

Ordered by molecular weight (descending): 14 of the compounds above
Compound	HIF-2a block	Exocytosis inh	CaV13 FRET inh	NR2E3 ag-1	Vif imaging	Peg3 prom inh	NR2E3 ag-2	aDG glyco up	PDI inh	TRPM1 prom inh	iPSC survival up
Cc1ccccc1S(=O)Cc1ccc(C(=O)N2CCN(C3CCCCC3)CC2)o1 (configuration not stated)	3	6	-6	31	0	0	·	0.1	0	·	-0.1
Cc1ccc(NCC(=O)N/N=C\C(Br)=C\c2ccccc2)cc1	-119	20	-8	-6	-2	41	2	0.0	-1	7	-4.5
CCc1ccc(C(=O)C(C)OC(=O)C2COc3ccccc3O2)cc1 (configuration not stated)	12	2	-19	13	-8	1	1	-0.1	2	-6	0.0
O=C(c1cc(-c2ccc(Cl)cc2)on1)N1CCc2ccccc2C1	-22	1	-3	-11	-7	-48	-2	-0.1	-42	-16	0.1
C/C(Cl)=C/Cn1c(N2CCCC2)nc2c1c(=O)n(C)c(=O)n2C	15	0	1	0	-10	1	-1	0.4	-4	1	-2.2
O=[N+]([O-])c1ccc(/C=C/c2ccc3cccc([N+](=O)[O-])c3n2)cc1	-78	-4	-3	-59	4	-16	4	-0.6	0	15	0.7
Cc1ccc(CNC(=O)C2(c3cccs3)CCOCC2)cc1	10	1	-10	13	4	4	0	0.1	-2	-5	-0.3
CCN(CC)c1ccc(O)c(C=Nc2ccc(C)c(C)c2)c1	-39	43	-2	-13	46	-182	4	-0.1	7	-27	0.1
Cc1cccn2cc(COc3cccc([N+](=O)[O-])c3)nc12	-139	5	-4	-52	-6	-95	2	-0.3	2	-37	0.3
COc1cccc(N=Nc2ccc3ccccc3c2O)c1	-73	-2	-4	-76	-1	-114	4	-0.7	-3	6	-0.7
Cc1ccc(C2(CCN)CCOC(C(C)C)C2)cc1 (configuration not stated)	15	-2	-3	-7	2	16	1	0.4	-8	-1	-0.5
CCOC(=O)c1[nH]c(CO)c(C(=O)OCC)c1C	-19	5	-8	-11	-4	-18	1	0.2	-6	4	-0.4
Cc1ccc(C)c(C2=NNC(=O)CC2)c1	7	12	-4	-6	37	5	3	-0.2	-1	10	0.8
N#CCSc1nc2ccccc2o1	14	-5	-4	-5	-2	9	0	0.1	3	-111	-0.2

Continued.
Compound	HIF-2a block	Exocytosis inh	CaV13 FRET inh	NR2E3 ag-1	Vif imaging	Peg3 prom inh	NR2E3 ag-2	aDG glyco up	PDI inh	TRPM1 prom inh	iPSC survival up
C=CCn1c(SCc2ccc(Br)cc2F)nc2cc(C(=O)O)ccc2c1=O	-6	13	-7	-8	-21	-6	4	0.1	-2	5	0.4
CC(C)CCSc1nc(N2CCOCC2)c2c(c1C#N)CC(C)(C)OC2	36	0	-5	-17	-4	24	-2	0.1	10	-6	5.1
COc1ccc2[nH]c(-c3ccccc3)cc2c1	-405	13	-4	-174	-11	-404	-3	0.4	1	-100	-0.8
CC(C)(C)OC(=O)N1CCN(C(=O)c2[nH]cnc2C(=O)Nc2nccs2)CC1	11	-4	-10	16	-5	-7	0	0.1	-7	-18	1.1
CCOC(=O)c1oc2cc(OC(C)=O)ccc2c(=O)c1-c1ccc(OC)c(OC)c1	20	-8	-4	-6	2	-1	0	-0.1	3	0	0.4
O=[N+]([O-])c1cccc(/C=N/NC2CCS(=O)(=O)C2)c1 (configuration not stated)	-8	-6	3	-26	-4	2	2	-0.2	2	4	-0.4
COc1ccc(S(=O)(=O)Nc2ccc3cn[nH]c3c2)cc1C	24	-1	-3	-12	-12	19	3	1.2	-8	20	-0.1
CC(C)OCCCNC(=O)c1ccc2c(c1)NC(=O)c1ccccc1S2	29	-10	-3	-47	4	32	·	0.2	3	19	0.6
